Giardia kill – kills Giardia lamblia; Giardia lamblia trophozoite viability; 0.15% of 340,000 active; activity change, % at 7.66 µM, hits read low; AID 540267; in the data active means activity change below about -80%; inconclusive means between about -30% and that limit;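 further: parasites exposed to compound for two days anaerobically before the ATP read; on the % scale 0 is the no-effect control and ±100 the full control effect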
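Anaerobic 48 hrs incubation at 37 deg C of 100 trophozoites/well with test compounds; ATPLite 1-Step luminescence, 15-30 min RT, reports cellular ATP as viability.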
CXXC DNA block – inhibitors of human MLL CXXC domain-DNA interaction | Potency, µM (series often up to 115 µM), inactives show at the highest dose activity change, negative = inhibition, actives largely listed as inhibitors | AID 2662 | MLL-CXXC / FITC-HOXA9 DNA fluorescence polarization | Q03164 | 0.037% of 290,000 active; active means well fitted inhibition curve with a large enough effect in the polarisation, with a control signal flat, not every such curve was filed as active; inconclusive means small, poorly fitted or top-dose-only effect, or effect the other way, or a change in a side signal; inactive means no such curve, though single readings can be large or run the other way; the % refers to the polarisation; further: potency means the concentration at half of the fitted maximal effect
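Fluorescence polarization: 7 uM MLL-CXXC (stock) preincubated 5 min with compounds, then 50 nM fluorescein-HOX-A9 DNA (stock) added; 30 min ambient. Buffer 50 mM Tris-HCl pH 7.5, 50 mM NaCl, 1 mM DTT, 0.05% BSA.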
TRPV1 agonist – activates the human vanilloid receptor TRPV1; 0.19% of 320,000 active; activation, % at 8.33 µM; TRPV1-expressing cells, Fluo-8 calcium influx, agonist mode; in the data active means activation above about 80%; inconclusive means between about 30% and that limit; further: 0% is about no effect
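TRPV1-expressing cells were cultured overnight at 35.5C and loaded with Fluo-8 calcium dye for 40 to 90 min at room temperature. After a 10 s baseline, compound was added and calcium influx was read kinetically for 3 min (ex 480/em 520 nm).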
B2AR arrestin – agonists driving beta-arrestin recruitment to human beta2-adrenergic receptor | beta-arrestin recruitment to beta2AR, cell-based reporter | P07550 | Potency, µM (titrated, usually from 46.1 µM), for inactives: at the top dose activation, hits mostly activators | 0.02% of 330,000 active | AID 492947;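 further: potency means the concentration at half of the fitted maximal effect; 0% = DMSO controls and full agonism = EC100 isoproterenol or metaproterenol; nearly all actives have a fitted effect of over 65% in size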
Target sequence (P07550 whole entry, looked up): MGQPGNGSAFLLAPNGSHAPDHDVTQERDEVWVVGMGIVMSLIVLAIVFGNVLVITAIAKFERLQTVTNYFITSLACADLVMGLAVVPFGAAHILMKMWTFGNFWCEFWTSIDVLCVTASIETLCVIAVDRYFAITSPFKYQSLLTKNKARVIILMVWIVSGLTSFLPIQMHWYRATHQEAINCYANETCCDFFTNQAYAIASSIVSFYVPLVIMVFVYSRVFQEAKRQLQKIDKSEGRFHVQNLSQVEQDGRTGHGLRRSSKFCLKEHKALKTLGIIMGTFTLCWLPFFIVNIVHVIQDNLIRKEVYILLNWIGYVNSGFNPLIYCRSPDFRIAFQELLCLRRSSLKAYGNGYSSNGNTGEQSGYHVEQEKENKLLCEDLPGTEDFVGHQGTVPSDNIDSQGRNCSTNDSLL
PKM2 act – increases activity of human pyruvate kinase M2; P14618; Potency, µM (highest dose often 57.5 µM), inactives show at the top dose activation, hits mostly activators; 0.34% of 260,000 active; purified PKM2, Kinase-Glo ATP luminescence, activation; response scale: 0% is enzyme alone, no compound; further: potency means the concentration at half of the fitted maximal effect; on the % scale 0 is the no-effect control and ±100 the full control effect; nearly all actives have a fitted effect of over 55% in size
Target sequence (P14618 whole entry, looked up): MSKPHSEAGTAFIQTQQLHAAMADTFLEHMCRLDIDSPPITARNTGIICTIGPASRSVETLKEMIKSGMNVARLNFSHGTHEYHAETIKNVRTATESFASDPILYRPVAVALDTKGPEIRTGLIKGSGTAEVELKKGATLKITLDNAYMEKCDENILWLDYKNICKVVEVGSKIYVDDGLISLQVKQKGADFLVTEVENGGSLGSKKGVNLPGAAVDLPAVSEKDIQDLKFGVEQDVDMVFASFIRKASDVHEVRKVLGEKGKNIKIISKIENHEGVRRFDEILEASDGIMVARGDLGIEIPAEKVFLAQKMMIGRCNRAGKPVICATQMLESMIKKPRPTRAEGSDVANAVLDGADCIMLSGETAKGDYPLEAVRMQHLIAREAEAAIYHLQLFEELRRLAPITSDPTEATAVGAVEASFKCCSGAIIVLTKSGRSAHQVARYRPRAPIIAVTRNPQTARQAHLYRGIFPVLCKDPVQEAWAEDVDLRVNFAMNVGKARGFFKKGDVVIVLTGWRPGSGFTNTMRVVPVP
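Purified hPK-M2 (>95% pure) converted ADP (0.1 mM final) to ATP with 0.5 mM PEP in 50 mM imidazole pH7.2, KCl, MgCl2, Tween 20, BSA; 1 h at room temperature. ATP detected by Kinase-Glo luminescence.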
Coupling enz – counter-screen for Giardia aldolase inhibitors: coupling enzyme system; coupling enzyme system counterscreen, AmpLite Red fluorescence; activity change, negative = inhibition, % at 58.2 µM, hits read low; 0.67% of 290,000 active; AID 2472; in the data active means activity change below about -30%; further: on the % scale 0 is the no-effect control and ±100 the full control effect
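Counterscreen lacking aldolase: glyceraldehyde-3-phosphate coupling-enzyme reagent preincubated 10 min at RT with compound (at 57.5 uM final), then substrate/coupling system with AmpLite Red added; fluorescence read at 525/598 nm after 20 min RT.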
GALK inhibitor – galactokinase (human) inhibition; 0.007% of 270,000 active; P51570; Purified GALK, Kinase-Glo residual ATP luminescence; Potency, µM (top dose mostly 57.5 µM), without a hit: at the highest dose activity change, negative = inhibition, usual class: inhibitors; further: potency means the concentration at half of the fitted maximal effect; on the % scale 0 is the no-effect control and ±100 the full control effect
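GALK at 5 nM final was combined with compound, 35 uM ATP and 100 uM galactose in HEPES pH8.0 with MgCl2 and DTT. The reaction ran one hour at room temperature before luminescent ATP detection.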
KCNH2 WT inh – inhibitors of human wildtype KCNH2 potassium channel; Q12809; U2OS, BacMam KCNH2, thallium flux FluxOr; hits give low values; activity change, % at 1.84 µM; 0.37% of 340,000 active; AID 720551;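 active means maximum activity change below -70%; inconclusive means maximum activity change between -70% and -50%; inactive means maximum activity change above -50%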; further: on the % scale 0 is the no-effect control and ±100 the full control effect
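U2OS cells were transduced with wild-type KCNH2 virus (2.03 x 10^8 / mL) for 4 h at room temperature, then cultured overnight at 37 C. Thallium flux was read with FluxOr dye. Rate constants were normalized to DMSO controls.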
KCNH2 3.1 inh – blocks the human KCNH2 3.1 channel isoform. U2OS KCNH2 3.1, thallium flux FluxOr; hits give low values. activity change, % (tested at about 1.8 µM). 0.95% of 340,000 active;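 active means maximum activity change below -70%; inconclusive means maximum activity change from -70% to -50%; inactive means maximum activity change above -50%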;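 further: thallium influx rate constant from kinetic fluorescence after stimulation buffer; on the % scale 0 is the no-effect control and ±100 the full control effect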
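Thallium flux via FluxOr fluorescence (Red40 quencher, 45 min loading) in U2OS cells virally expressing the KCNH2 3.1 isoform (1.77 x 10^8 /mL virus, overnight at 37 C). Rate constants from 2-min kinetic reads post-stimulation, normalised to positive and negative controls.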
Menin MLL FP TR – menin-MLL binding inhibition, Texas Red mutant peptide; AID 1768; Potency, µM (highest dose often 61.6 µM), inactives show at the top dose FP activity change, negative = inhibition, actives largely listed as inhibitors; Menin + Texas Red MLL mutant peptide, fluorescence polarization; 0.23% of 270,000 active; active means well fitted inhibition curve with a large enough effect in the polarisation, with a control signal flat, not every such curve was filed as active; inconclusive means small, poorly fitted or top-dose-only effect, or effect the other way, or a change in a side signal; inactive means no such curve, though single readings can be large or run the other way; the % refers to the polarisation; further: potency means the concentration at half of the fitted maximal effect; % of control where 0% means no effect; many of its hits are not listed in these tables
USP2a block – USP2a (human) protease inhibition; O75604; USP2 core, Ub-CHOP2 coupled fluorogenic reporter, 485/531; Potency, µM (titrated, usually from 38.3 µM), inactives show at the top dose activity change, negative = inhibition, usual class: inhibitors; 0.01% of 330,000 active;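 further: potency means the concentration at half of the fitted maximal effect; plate controls were DMSO wells for no effect and full inhibition by NEM control for full effect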
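Cell-free coupled assay: 10nM USP2 core preincubated 30min RT with compound in Tris-HCl pH 8.0/CaCl2/CHAPS buffer, then 25nM Ub-CHOP2 and 25nM reporter substrate; fluorescence (Ex 485/Em 531) read after 60min RT, normalized to NEM inhibition, concentration-response curves fitted.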
Numbers without * were called inactive; ? = inconclusive; . = not tested or not shown; [ ] = another dose, or the depositor's remark. Unless noted, the call rests on the fitted dose curve; in most records, active means well fitted curve in the direction sought with a large enough effect; inconclusive means small, poorly fitted or top-dose-only effect, or another doubt; inactive means no such curve, though single readings can be large; an effect the other way counts as inactive or inconclusive. Only part of the results is shown; count on the stated rates, not on these rows.

SMILES | Giardia kill | CXXC DNA block | TRPV1 agonist | B2AR arrestin | PKM2 act | Coupling enz | GALK inhibitor | KCNH2 WT inh | KCNH2 3.1 inh | Menin MLL FP TR | USP2a block
C#CCOCCOCCOCCNc1nc(N2CCN(C(=O)CCCCCCCCCCNC(=O)[C@H]([C@@H](C)CC)n3cc(CCCCCN)nn3)CC2)nc(N2CCN(C(=O)CCCCCCCCCCNC(=O)[C@@H]([C@H](C)O)n3cc(C)nn3)CC2)n1 | 11 | . | -2 | -0.1% | . | . | . | -1 | 7 | . | 10µM*
CC1(C)Cc2ccccc2-c2nc(-c3ccccc3)oc(=O)c21 | -22 | 3% | ? | -0.8% | 18% | 7 | 4% | 40 | 12 | -1% | -8%
COc1ccc2nc(Nc3nc4cc5c(cc4s3)OCO5)sc2c1 | 4 | -11% | 0 | -0.7% | 2% | -1 | 2% | -7 | -6 | ? | 2%
CCOC(=O)C1CCCN(C(=O)Cn2nc(C)n3nc(-c4ccccc4)cc3c2=O)C1 (stereo not given) | 6 | -6% | -2 | 0.1% | . | . | -3% | 0 | 2 | . | 4%
C/C(=C/CCC(C)(O)C1CC[C@@]2(C)[C@@H]3CC=C4[C@@H](CC[C@H](O[C@H]5O[C@@H](CO)[C@H](O)[C@@H](O)[C@@H]5O)C4(C)C)[C@]3(C)C(=O)C[C@]12C)CO[C@@H]1O[C@H](CO)[C@@H](O)[C@H](O)[C@H]1O (stereo not given in full) | -2 | . | . | 2.6% | . | . | . | 4 | 1 | . | 3%
COc1cc(/C=N/NC(=O)c2cccc([N+](=O)[O-])c2)ccc1OCc1ccccc1 | -3 | -1% | -5 | -0.2% | 2% | 1 | -1% | 6 | -2 | ? | 7%
O=C(O)CCCC(=O)Nc1ccc(C(=O)NCc2cccnc2)cc1 | 1 | 1% | 3 | 0.0% | 1% | 2 | 0% | -1 | 1 | -3% | 1%
COc1ccc(-c2nc(CN3CCC(C(=O)NCC4CCCO4)CC3)c(C)o2)cc1OC (stereo not given) | 14 | -1% | 2 | 1.0% | . | -1 | -2% | 4 | 14 | -10% | 6%
COc1ccc(CN2CCNC(=O)C2CC(=O)NC2Cc3ccccc3C2)c(OC)c1 (stereo not given) | 29 | -22% | 1 | 0.2% | 1% | 0 | 3% | 0 | -2 | -7% | 2%
O=C(COC(=O)CCc1ccc(S(=O)(=O)N2CCOCC2)cc1)NC(=O)NC1CCCCC1 | 5 | 6% | 2 | 0.2% | 0% | -5 | 11% | 1 | -10 | 1% | 2%
COc1ccc(N2CCN(C(=O)c3ccc(Br)o3)CC2)cc1 | -11 | -7% | ? | -1.2% | -1% | . | -1% | -13 | -10 | . | 0%
O=C(NCC12CC3CC(CC(C3)C1)C2)c1nn2c(c1Cl)NC(c1ccco1)CC2C(F)(F)F (stereo not given) | 8 | -2% | 5 | 0.3% | -8% | -2 | 4% | -7 | 6 | 16% | -2%
O=C(/C=C/c1ccc([N+](=O)[O-])cc1)Oc1ccc(/C=N/NC(=O)c2ccncc2)cc1 | -11 | -9% | 7 | 0.2% | . | . | -9% | -13 | 0 | . | 3%
Cn1c(SCC(=O)N2CCCC2)nnc1-c1cccs1 | 30[activator] | 3% | 0 | 0.3% | -1% | 1 | -2% | -2 | -21 | 8% | 1%
Cc1cc(C(=O)O)c2ccccc2n1 | 7 | 0% | -5 | -0.1% | 0% | 9 | 0% | -19 | 5 | -4% | -3%
CN(c1cccc(NC(=O)CN(c2cccc(Cl)c2)S(=O)(=O)c2ccc(Cl)cc2)c1)S(C)(=O)=O | 10 | -9% | 8 | 0.6% | 0% | -3 | -3% | -4 | -9 | 19% | -1%
Cn1c(C(=O)O)c(C=O)c2ccccc21 | -2 | -2% | 4 | -0.2% | 0% | 3 | 0% | -3 | 14 | 2% | 10%
NNc1nccc(Nc2ccccc2C(=O)O)n1 | 28 | -1% | 12 | 0.0% | -2% | -4 | -1% | 6 | 1 | 6% | 4%
Cc1ccc(C(=O)/C=C/c2c[nH]c3ccccc23)cc1 | -11 | -18% | ? | -0.4% | ? | -9 | 2% | -1 | -3 | ? | -5%
Cc1ccc(C)c(S(=O)(=O)N2CCN(CC(=O)NC(C)c3ccccc3)CC2)c1 (stereo not given) | -1 | . | 21 | -0.6% | . | . | . | -2 | 21 | . | 0%
O=C(CSc1ccccc1)N1CCC(N2CCC(C(=O)N3CCCC3)CC2)CC1 | -2 | -3% | 0 | 0.0% | -2% | 1 | -1% | 7 | 30 | -19% | 0%
CC(NC(=O)CCCN1C(=O)c2ccccc2C1=O)c1ccc2c(c1)CCCC2 (stereo not given) | -3 | 0% | -5 | -0.1% | 1% | 0 | 0% | -16 | -3 | . | 1%
Cc1cccc(NC(=O)CSCC(=O)N(C)CC(=O)Nc2cccc(F)c2)c1 | 4 | . | -3 | 0.2% | . | . | . | 0 | -2 | . | 0%
COC(=O)C(NS(=O)(=O)c1ccc(NC(C)=O)cc1)C(C)C (stereo not given) | 1 | 0% | . | -0.7% | -2% | 2 | -3% | -6 | -2 | . | 1%
CCN(CC)S(=O)(=O)c1cccc(C(=O)N/N=C(\C)c2ccc(O)cc2O)c1 | -3 | ? | 2 | 0.0% | 5% | 6 | 2% | -9 | 10 | 6% | 4%
COc1ccccc1C(=O)Nc1ccnn1C1CCN(C/C=C/c2ccccc2)CC1 | 7 | -2% | -2 | 0.2% | 6% | . | -6% | -121* | -107* | . | 3%
CCN1C(=O)c2ccccc2S(=O)(=O)c2ccc(C(=O)N3CCOCC3)cc21 | 14 | -14% | . | 0.1% | 2% | 3 | 2% | -6 | -4 | 5%[11.7 µM] | 0%
CCn1c(SCC(=O)Nc2nncs2)nnc1-c1ccco1 | -20 | 10% | -1 | -0.2% | . | 2 | 1% | 1 | 6 | 4% | 3%
Cc1ccc(S(=O)(=O)N2CCOCC2)cc1NC(=O)CSc1nnc(N)s1 | 6 | -1% | 1 | 0.0% | 2% | 3 | -1% | -8 | 1 | 1% | 1%
S=C(Nc1ccc(Cl)cc1)N1CCN(C2CCCCC2)CC1 | -21 | 1% | 0 | -0.2% | 2% | -1 | 0% | 43 | 4 | -10% | -1%

Arranged by number of heavy atoms (rising): 5 of the compounds above.
SMILES | Giardia kill | CXXC DNA block | TRPV1 agonist | B2AR arrestin | PKM2 act | Coupling enz | GALK inhibitor | KCNH2 WT inh | KCNH2 3.1 inh | Menin MLL FP TR | USP2a block
COC(=O)C(NS(=O)(=O)c1ccc(NC(C)=O)cc1)C(C)C (stereo not given) | 1 | 0% | . | -0.7% | -2% | 2 | -3% | -6 | -2 | . | 1%
Cc1ccc(S(=O)(=O)N2CCOCC2)cc1NC(=O)CSc1nnc(N)s1 | 6 | -1% | 1 | 0.0% | 2% | 3 | -1% | -8 | 1 | 1% | 1%
Cc1cccc(NC(=O)CSCC(=O)N(C)CC(=O)Nc2cccc(F)c2)c1 | 4 | . | -3 | 0.2% | . | . | . | 0 | -2 | . | 0%
CC(NC(=O)CCCN1C(=O)c2ccccc2C1=O)c1ccc2c(c1)CCCC2 (stereo not given) | -3 | 0% | -5 | -0.1% | 1% | 0 | 0% | -16 | -3 | . | 1%
COc1ccccc1C(=O)Nc1ccnn1C1CCN(C/C=C/c2ccccc2)CC1 | 7 | -2% | -2 | 0.2% | 6% | . | -6% | -121* | -107* | . | 3%

More structures follow:
SMILES | Giardia kill | CXXC DNA block | TRPV1 agonist | B2AR arrestin | PKM2 act | Coupling enz | GALK inhibitor | KCNH2 WT inh | KCNH2 3.1 inh | Menin MLL FP TR | USP2a block
COc1ccc(N=C2SC(CC(=O)Nc3ccccc3)C(=O)N2CCc2ccccn2)cc1 (stereo not given) | -18 | 4% | 27 | 2.6% | 6% | -6 | 0% | -4 | -5 | 23% | -2%
C/C(=N\Nc1nc(N2CCOCC2)nc(N2CCOCC2)n1)c1cccc([N+](=O)[O-])c1 | -8 | -3% | 26 | -0.5% | 17% | 1 | 3% | 1 | -1 | 5% | -2%
N=c1c(S(=O)(=O)c2ccc(Br)cc2)cc2c(=O)n3ccccc3nc2n1Cc1ccccc1 | -5 | 3% | 13 | -0.1% | 0%[0.46 µM] | -3 | 1% | 3 | 5 | 3% | 7%
O=C(NCc1ccc(Cl)cc1)C1CCCCN1S(=O)(=O)c1ccccc1 (stereo not given) | 2 | 1% | -2 | -0.6% | 3% | 0 | -3% | 0 | -14 | -1% | -4%
